Ecoli viability = reduces bacterial viability in AddAB counter-screen; inhibition, % at 11.9 µM; 0.27% of 330,000 active; E. coli V3065 growth, OD600 absorbance, 18 h; AID 449728;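 active = inhibition above the campaign's mean inhibition across all tested compounds plus 3 SD, cut at about 9.9% in these data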;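 also: uninfected addAB+ strain grown without phage in ampicillin broth; 0% = DMSO wells and 100% = ciprofloxacin 0.95 µg/ml wells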
phage Ecoli inh = E. coli growth loss with phage present; inhibition, % at 11.9 µM; 0.26% of 360,000 active; AID 651602; growth absorbance; in the data active = inhibition above about 11%
Tat export inh = blocks Tat-dependent protein export in E. coli; AID 488895; inhibition, % at 10 µM; E. coli MC4100 TorA-mCherry Tat export, fluorescence; 0.036% of 340,000 active;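 active = mean replicate inhibition at least 50% and at least half of replicates individually reaching 50%; inconclusive = only one of the two criteria met; inactive = neither criterion met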;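 also: exported cargo escapes ClpAP degradation while cytoplasmic cargo is degraded and loses fluorescence; 0% = median of neutral control wells and 100% = median of NaSCN control wells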
MOR-DOR ag = agonists of human mu-delta opioid receptor heterodimerization; P35372+P41143; cells, OPRM1-OPRD1 heterodimerization, luminescence; activation, % at 9.3 µM; 0.3% of 340,000 active; AID 504326; in the data active = activation above about 18%;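 also: 0% = vehicle-treated cells and 100% = reference agonist; values of inactives mirror those of a sister screen read the other way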
AddAB inh = less growth of phage-infected E. coli with AddAB. AID 435030. 0.29% of 330,000 active. E. coli expressing H. pylori AddAB, absorbance growth. inhibition, % at 11.9 µM; in the data active = inhibition above about 12%;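 also: 0% = vehicle wells of infected cells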
MOR-DOR inv ag = inverse agonists of human mu-delta opioid receptor heterodimerization; P35372+P41143; 0.21% of 340,000 active; cell-based MOR-DOR heterodimer luminescence, inverse agonism; inhibition, % at 9.3 µM; in the data active = inhibition above about 22%, passing the limit was not always enough;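 also: 0% = cells with DMSO and 100% = wells without cells with DMSO; values of inactives mirror those of a sister screen read the other way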
HTR5A inv ctr = inverse agonist of human HTR5A in OPRM1-OPRD1 counter-screen. P47898. HTR5A cell line, luminescence, inverse agonism. inhibition, % at 9.3 µM. 0.083% of 340,000 active. AID 504634; in the data active = inhibition mostly above about 23%, no sharp cut-off; inactive = mostly below about 18%;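 also: 0% = cells with DMSO and 100% = no-cell wells with DMSO; some compounds called inactive have numbers as strong as hits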
Target sequence (P47898 whole entry, looked up): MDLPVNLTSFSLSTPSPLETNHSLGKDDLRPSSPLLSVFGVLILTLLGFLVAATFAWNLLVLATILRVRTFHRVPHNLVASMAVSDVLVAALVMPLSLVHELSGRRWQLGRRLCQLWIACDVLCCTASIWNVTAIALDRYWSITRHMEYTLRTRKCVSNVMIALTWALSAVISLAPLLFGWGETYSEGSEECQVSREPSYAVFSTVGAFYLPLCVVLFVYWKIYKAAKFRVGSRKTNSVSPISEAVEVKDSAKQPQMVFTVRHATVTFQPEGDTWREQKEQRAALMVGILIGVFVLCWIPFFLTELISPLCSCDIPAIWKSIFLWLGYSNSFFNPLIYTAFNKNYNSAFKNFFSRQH
PfHsp90 set2 = reduces growth (ATP signal) of yeast expressing P. falciparum Hsp90 | 0.32% of 310,000 active | AID 504621 | inhibition, % at 9.4 µM | S. cerevisiae expressing PfHsp90, BacTiter-Glo ATP, 48 h; yeast lacking PDR1 and PDR3 efflux regulators;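 active = every replicate shows inhibition above about 80%, whatever the replicate mean, limit read from the data; inconclusive = mean inhibition reaches the set limit but some replicate falls short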;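 also: 0% = DMSO neutral controls and 100% = 20 µM radicicol positive controls; yeast relying on Plasmodium falciparum Hsp90 in place of its own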
PKA-R2B activ = PKA-R2B complex activation | activation, % at 11.4 µM | 0.079% of 340,000 active | P22694+P31323 | PKA-R2B holoenzyme dissociation, Cy5-IP20 fluorescence polarization; R2B truncated from residue 108, S112A mutant; 0% DMSO only, 100% 113 µM cGMP;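 active = activation above a cutoff set at the mean over all compounds plus 3 SD, cut at about 18% in these data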;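 also: higher means more holoenzyme dissociation and a rise in polarization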
Target sequence (P31323 whole entry, looked up, other chains not shown, the tested form may be a part): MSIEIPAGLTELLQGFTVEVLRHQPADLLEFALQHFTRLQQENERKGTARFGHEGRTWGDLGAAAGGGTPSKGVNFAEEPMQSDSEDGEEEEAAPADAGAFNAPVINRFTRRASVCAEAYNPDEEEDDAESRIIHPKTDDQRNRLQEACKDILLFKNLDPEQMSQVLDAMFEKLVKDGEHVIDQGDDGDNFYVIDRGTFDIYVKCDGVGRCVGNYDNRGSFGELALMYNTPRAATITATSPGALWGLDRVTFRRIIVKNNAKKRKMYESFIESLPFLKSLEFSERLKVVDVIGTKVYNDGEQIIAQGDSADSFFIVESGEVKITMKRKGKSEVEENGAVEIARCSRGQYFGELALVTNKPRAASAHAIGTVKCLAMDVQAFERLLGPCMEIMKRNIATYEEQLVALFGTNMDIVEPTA
PKA-R1A activ = activates the PKA-R1A holoenzyme complex. P00514+P68181. PKA-R1A dissociation, Cy5-IP20 fluorescence polarization; scaled: DMSO 0%, 113 µM cGMP 100%. activation, % at 11.4 µM. 0.083% of 340,000 active. AID 504707;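 active = percent activation above the mean of all tested compounds plus 3 SD, cut at about 19% in these data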;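 also: higher means more PKAc released from R1A so a rise in polarization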
Mot1-301 SUMO = blocks SUMOylation pathway, rescuing yeast Mot1-301 growth; S. cerevisiae Mot1-301 growth rescue, ATP luminescence, 38.5C; percent above DMSO median, 100 means doubled; growth rescue, % at 18.8 µM; 1% of 320,000 active;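 active = every valid replicate shows activation above 250% relative to neutral control wells; inactive = the rest, any valid replicate at or below 250%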;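 also: OY570 slx delta 5 strain wells were the positive control but not used for scaling; some compounds called inactive have numbers as strong as hits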
Starred values were filed as active, the others as inactive; ? = inconclusive; nt = not tested or not shown.

SMILES	Ecoli viability	phage Ecoli inh	Tat export inh	MOR-DOR ag	AddAB inh	MOR-DOR inv ag	HTR5A inv ctr	PfHsp90 set2	PKA-R2B activ	PKA-R1A activ	Mot1-301 SUMO
CCOc1ccc(-c2nnn(CC(=O)Nc3cccc(OC)c3)n2)cc1OCC	1.5	1.1	2.8	2.1	0.0	-11.6	-27.1	-27.6	-18.3	-12.7	147.4
CC(C)Oc1ccc(/C=N/NC(N)=S)cc1	-0.5	0.5	-8.1	-1.7	2.1	9.1	-8.7	-1.5	-2.6	6.0	4.4
Cc1ccc(CN2CCN(/N=C/c3cccnc3)CC2)c(C)c1	0.2	5.4	2.1	0.0	0.7	0.2	8.8	15.0	-3.3	-17.7	-5.6
COc1ccc(Cl)cc1NC(=O)CN1CCC(NC(=O)C2CC2)CC1	1.7	0.1	4.9	1.8	4.1	-14.2	-20.4	7.7	0.4	2.0	17.7
Cc1ccc(NC(=O)CCC(=O)NNC(=S)Nc2ccccc2)c(C)c1	0.4	0.0	4.5	-2.2	1.5	11.6	-13.1	nt	6.0	5.8	-9.1
COc1ccc(Cn2c(=O)[nH]c3cc(C(=O)N4CCN(c5ccc(OC)cc5)CC4)ccc3c2=O)cc1	0.1	nt	-5.6	0.2	3.3	-1.1	-16.5	-102.5	3.2	12.5	-6.4
CCn1c(CNC(=O)C23CC4CC(CC(C4)C2)C3)nnc1SCC(=O)Nc1nnc(C)s1	-0.4	-0.1	-4.0	-1.1	-0.8	5.8	-3.7	-7.4	-0.3	3.1	3.2
O=C(Nc1cc(C(F)(F)F)ccc1N1CCCC1)c1cccnc1	-2.4	4.0	-8.2	-4.1	-3.3	20.6	-26.8	-6.5	11.6	-2.8	-1.0
COc1nc(Cc2ccc(Cl)cc2)nc2ccccc12	0.8	4.8	4.9	-3.2	1.1	14.8	13.6	12.3	-2.4	3.3	0.3
COCCn1c(SCC(=O)NC(=O)NCc2ccccc2)nc2ccccc2c1=O	2.3	1.2	1.3	-3.7	3.4	14.4	7.5	-1.4	0.2	-4.0	-3.2
CC(C)CCNC(=O)C(c1ccco1)N(C(=O)Cn1nnc2ccccc21)c1ccc2c(c1)OCO2 (stereo unspecified)	0.4	2.5	0.5	-2.2	2.6	12.4	-22.9	5.1	-20.7	-5.1	4.4
O=C(NCc1ccccn1)Nc1ccc(Br)cc1Cl	3.0	2.0	-10.0	-1.7	4.4	9.9	0.0	11.9	1.9	2.1	1.1
Cc1cc(C)nc(CCNC(=O)c2cc(COc3ccccc3)on2)n1	0.3	4.6	2.4	0.7	1.3	-3.5	-1.2	5.4	-2.7	3.0	15.4
CCOC(=O)NC(Nc1ccc(OC)cc1)(C(F)(F)F)C(F)(F)F	1.6	2.7	2.6	-3.8	-1.1	20.0	-3.4	23.2	-10.8	-0.6	-2.4
COc1ccccc1CC(=O)O/N=C(\N)Cc1cccc2ccccc12	-2.9	3.3	0.3	7.4	-1.0	-35.6	14.7	nt	5.8	13.8	-7.0
COC(=O)c1cccc(C23CC4(C2)[C@H](CN(Cc2ccc(-c5ccccc5)cc2)[C@@H]4c2ccccc2)C3c2ccccc2)c1 (stereo partly specified)	2.2	1.7	-1.4	-3.8	2.0	20.9	-4.7	nt	-5.6	-1.0	8.1
CCC(=O)N1CCc2cc(S(=O)(=O)N3CCN(C(=O)c4ccco4)CC3)ccc21	-1.6	1.3	1.4	-1.5	5.0	8.3	-7.8	11.9	-1.0	-5.8	-7.1
COc1ccc(/C=N/NC(=O)COc2cc(C)cc(C)c2)cc1COC(C)=O	2.0	2.3	?	0.8	2.9	-4.3	-21.8	-4.9	-2.2	6.0	11.7
CC(C)=C(NC(=O)c1ccccc1)C(=O)NCc1ccccc1	1.1	4.1	8.7	-3.2	1.0	16.3	-4.6	27.8	-7.0	11.9	-15.9
CC(Oc1ccc(Cl)cc1Cl)C(=O)NCCCN1CCOCC1 (stereo unspecified)	-1.1	3.9	0.6	-0.2	-0.2	1.5	13.6	-12.0	0.8	6.5	93.9
CN(C)CCCN(Cc1cc2cc3c(cc2[nH]c1=O)OCO3)C(=S)Nc1cccc(Cl)c1	-0.9	3.2	11.3	-0.3	0.0	1.8	0.4	3.3	-6.8	-0.9	3.7
Cc1ccc(C)c(CN2CCC(CNC(=O)CCc3nnc4ccc(N5CCC(C)CC5)nn34)CC2)c1	-0.2	-2.0	3.1	4.3	2.5	-22.9	-16.2	-4.3	-5.5	-6.1	9.5
O=C(C(c1ccccc1)c1ccccc1)N1CCC(c2nc(-c3ccccc3Cl)no2)CC1	-0.5	1.4	-4.3	3.2	3.6	-14.7	-5.6	-12.0	1.2	-2.3	-10.4
CC(=O)c1ccc(N2CCN(C(=S)Nc3ccc(Oc4ccccc4)cc3)CC2)cc1	-0.3	2.0	6.5	1.8	1.3	-9.1	2.0	-1.1	-6.5	8.5	11.9
O=C(COc1ccccc1)Nc1nc2cc3c(cc2s1)OCO3	-2.2	2.4	-0.2	0.9	-1.6	-4.9	-8.1	13.1	-3.4	-22.9	-4.1
COc1ccc(NC(=O)C2CCCN(c3nn4c(=O)cc(C)nc4s3)C2)c(OC)c1 (stereo unspecified)	-1.8	-0.6	4.6	2.0	1.7	-9.9	8.6	12.1	4.4	-5.5	-17.6
COc1ccc(C)cc1S(=O)(=O)Nc1cccc(C)c1	1.4	2.3	-3.1	-1.2	2.7	6.0	11.1	19.8	-8.9	0.9	-13.3
COc1ccc(NS(=O)(=O)c2ccc(S(=O)(=O)N3CCOCC3)cc2)cc1	-1.1	4.3	-6.4	-0.3	0.8	1.9	3.1	7.1	-3.1	-7.8	-20.9
COc1ccc(/C=N/NC(=O)CC(=O)NC2CCCCC2)cc1	-0.6	5.7	-1.1	-2.7	-0.2	13.8	-4.9	-10.6	1.2	6.0	-2.9
Cc1cccc(-c2nc(N)nc(N)n2)c1	-1.8	3.5	-5.4	-2.7	0.7	13.4	-36.3	2.4	-1.9	5.6	-6.2

Arranged by SMILES length (ascending): some entries from above.
SMILES	Ecoli viability	phage Ecoli inh	Tat export inh	MOR-DOR ag	AddAB inh	MOR-DOR inv ag	HTR5A inv ctr	PfHsp90 set2	PKA-R2B activ	PKA-R1A activ	Mot1-301 SUMO
O=C(COc1ccccc1)Nc1nc2cc3c(cc2s1)OCO3	-2.2	2.4	-0.2	0.9	-1.6	-4.9	-8.1	13.1	-3.4	-22.9	-4.1
O=C(C(c1ccccc1)c1ccccc1)N1CCC(c2nc(-c3ccccc3Cl)no2)CC1	-0.5	1.4	-4.3	3.2	3.6	-14.7	-5.6	-12.0	1.2	-2.3	-10.4
Cc1ccc(C)c(CN2CCC(CNC(=O)CCc3nnc4ccc(N5CCC(C)CC5)nn34)CC2)c1	-0.2	-2.0	3.1	4.3	2.5	-22.9	-16.2	-4.3	-5.5	-6.1	9.5

Next part
SMILES	Ecoli viability	phage Ecoli inh	Tat export inh	MOR-DOR ag	AddAB inh	MOR-DOR inv ag	HTR5A inv ctr	PfHsp90 set2	PKA-R2B activ	PKA-R1A activ	Mot1-301 SUMO
O=C(c1ccccc1)c1cccn1CC(=O)N1CCc2ccccc2C1	0.8	1.4	6.6	-6.1	5.7	30.6	13.6	14.5	-11.4	-4.0	-14.8
O=C(COC(=O)C1(c2ccccc2F)CCCC1)NC1CCS(=O)(=O)C1 (stereo unspecified)	-1.9	2.1	-3.3	1.2	-0.5	-6.9	6.2	-9.9	5.3	-5.3	297.9*
Cc1nnc(SCc2c(Cl)cccc2[N+](=O)[O-])s1	0.7	0.8	3.5	-2.9	2.0	13.6	4.3	5.0	-4.8	-7.4	24.0
CN(C)C=NC1=NN(c2cccc(C(F)(F)F)c2)CC1	1.4	-1.7	-5.5	-1.8	-0.2	10.9	3.1	9.7	5.4	-7.6	179.9
CCCOC(=O)c1ccc(Oc2cn[nH]c2-c2ccc(OC)cc2O)cc1	0.3	6.4	1.8	16.9	4.6	-91.5	-30.3	105.9*	0.3	-9.1	-9.0
COc1ccc(NS(=O)(=O)c2cc(Br)cc3c2N(C(C)=O)CC3)cc1	-1.6	-0.3	1.8	0.2	3.9	-1.2	11.4	-19.2	-5.1	0.4	5.4
COc1cccc(CN2CCC(C(=O)N3CCN(Cc4ccc5c(c4)OCO5)CC3)CC2)c1OC	0.1	0.4	0.5	-2.5	0.8	13.1	-0.4	-4.2	4.3	-10.4	-8.6
CCCCCSc1nnc2c(n1)OC(C)N(C(C)=O)c1ccccc1-2 (stereo unspecified)	0.6	1.9	0.9	-1.2	-0.7	6.9	-12.3	-6.4	-3.8	1.3	3.1
CC(NC(=O)Nc1ccccn1)N1C(=O)C2C3C=CC(C3)C2C1=O (stereo unspecified)	0.4	1.1	-5.5	-2.5	1.1	14.3	11.1	-4.7	-8.9	-6.8	2.8
COc1ccc2cc(-c3nc4ccccc4n3C)c(=O)oc2c1	6.2	1.3	0.5	-0.9	-0.3	5.0	-3.9	-8.7	-10.5	4.4	0.7
COc1ccc(N(Cc2ccccc2)S(=O)(=O)c2ccc(C)cc2)cc1	2.3	4.6	-2.5	nt	1.1	nt	nt	13.3	nt	nt	0.1
COc1ccc(NC(=O)CCNS(=O)(=O)c2ccc(C)c(C)c2)cc1OC	1.6	0.9	-15.9	1.3	3.4	-10.1	6.3	-55.6	1.2	16.1	-16.6
CC(=O)N1CCc2cc(C(=O)CN3CCCCC3)ccc21	-1.5	2.1	-6.4	0.6	0.7	-3.1	-7.7	8.1	7.8	-2.7	5.2
Cc1cc(NC(=O)c2cc(-c3ccccn3)nc3ccc(Br)cc23)no1	0.2	-0.2	7.1	-2.1	5.9	8.6	-3.5	2.9	-3.7	-5.0	-14.7
S=C(Nc1ccc(Cl)cc1)N1CCCC1	-0.2	3.8	2.9	-1.8	4.9	8.9	-2.0	15.6	-5.8	-9.4	0.0
COc1ccc(-c2cc3cc(-c4cc(OC)c(OC)c(OC)c4)ccc3o2)cc1	-0.8	0.8	-6.0	-4.9	0.8	22.6	-23.6	-11.5	-10.7	1.9	-0.1
NC(=O)CSc1nc(-c2ccccc2)c(-c2ccccc2)o1	1.4	1.1	-1.1	-1.9	-0.9	10.7	-3.7	-30.8	-3.6	-1.9	33.3
CCCNC(=S)N1CCC(NC(=O)Nc2ccc(C)cc2)CC1	2.8	2.5	-2.5	-2.2	-0.5	12.2	13.8	25.9	-10.2	9.6	15.4
COc1ccccc1NS(=O)(=O)c1cc(-c2cc(C)no2)ccc1OC	-0.4	1.1	0.2	-0.5	-0.3	2.6	-10.3	33.4	-7.9	-19.2	2.5
CCCN(c1ccc(C(C)C)cc1)S(=O)(=O)c1c(C)[nH]c(=O)[nH]c1=O	1.1	2.7	0.6	3.7	2.5	-20.1	-1.1	-4.3	-8.0	7.5	-21.7
